Nrf2 activator: qHTS of Nrf2 Activators | AREc32 ARE-luciferase reporter (MCF7-derived line), luminescence, 24 h | Potency, µM (top dose mostly 46.1 µM), without a hit: at the highest dose activation, actives largely listed as activators | 410,000 compounds, 0.31% hits; further: potency means the concentration at half of the fitted maximal effect; % of control where 0% means no effect; nearly all actives have a fitted effect of over 65% in size
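ARE activation measured as luciferase luminescence (Steady-Glo, 30 min RT) in AREc32_Fluc cells after 24 hr compound exposure at 37 deg C, 5% CO2; cells seeded overnight at 1000/well in OPTI-MEM, 5% FBS.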
TGFb inhibitor: qHTS for Inhibitors of TGF-b; HepG2 CAGA-GFP TGF-b/SMAD3 reporter, GFP fluorescence, 18 h; TGF-beta stimulated, 500 pg/mL final; Potency, µM (top dose mostly 46.1 µM), inactives show at the highest dose activity, negative = inhibition, usual class: inhibitors; 410,000 compounds, 1.2% hits; AID 588855, 2011; further: potency means the concentration at half of the fitted maximal effect; on the % scale 0 is the no-effect control and ±100 the full control effect; nearly all actives have a fitted effect of over 65% in size
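Using HEPG2 CAGA-GFP reporter cells at 1000 cells/well, we pinned test compounds, stimulated with recombinant TGF-beta (500 pg/mL final) and measured total well GFP after 18 h.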
A549 viability: Nrf2 qHTS screen for inhibitors: counterscreen for cytotoxicity | A549 ARE-Fluc cells, CellTiter-Fluor viability, 18-24 h | Potency, µM (highest dose often 46 µM), for the others: at the highest dose activity change, negative = cytotoxicity, hits mostly inhibitors | 390,000 compounds, 0.16% hits | AID 504648, 2011; further: potency means the concentration at half of the fitted maximal effect; on the % scale 0 is the no-effect control and ±100 the full control effect
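A549 ARE-Fluc cells in 5% FBS OPTI-MEM, 5000 cells/well, rested 2 h then exposed to compounds in concentration-response for 18-24 h at 37 °C. Viability by CellTiter-Fluor fluorescence (Ex 405/Em 525) after 30 min; luciferase luminescence (BugLite, 15 min, RT) read afterwards.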
HepG2 viability: qHTS for Inhibitors of TGF-b: Cytotox Counterscreen | HepG2 CAGA-GFP viability, ATP luminescence, 18 h | Potency, µM (top dose mostly 46.1 µM), for the others: top-dose activity change, negative = cytotoxicity, most hits filed as cytotoxic | 410,000 compounds, 0.76% hits; further: potency means the concentration at half of the fitted maximal effect; some results filed as inactive show a strong effect at the top dose
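HepG2 CAGA-GFP cells (1000/well, DMEM with 1% FBS) received compound, then TGF-beta at 500 pg/mL final, and were incubated 18 hours at 37 degrees C. Viability was read by CellTiter-Glo luminescence. Media-only wells were set as complete cell-killing and DMSO as no toxicity.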
CCT modulator: High-Throughput Screening for Modulators of Cytosolic Chaperonin Activity | purified chaperonin ATPase assay, HTRF ADP detection, 30 min | activity change, % (concentration not given with the values), hits read low | 360,000 compounds, 0.3% hits | AID 651819, 2012; in the data active means activity change below about -30%; further: on the % scale 0 is the no-effect control and ±100 the full control effect
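TRiC (40 or 20 nM final, by batch activity) in 30 mM Tris pH 7.4, 100 mM KCl, 5 mM MgCl2, 1 mM DTT was treated with compound at 76 uM single dose, then 10 uM ATP, 30 min at 37 °C. ADP was read by HTRF Transcreener.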
Akt phos inh: HTS Assay for Inhibitors of Akt Phophorylation: Primary Screen; Neuro2A IGF-stimulated pAkt S473 HTRF, 20 min; stronger effect = lower value; activity change, % for hits at 50 µM; 360,000 compounds, 0.32% hits; AID 651550, 2012; in the data active means activity change below about -80%; inconclusive means mostly about -51% to -80%; further: on the % scale 0 is the no-effect control and ±100 the full control effect
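Neuro2A cells in DMEM with 0.5% FBS, overnight at 37 deg C, given compound at single 50 µM final, then IGF (6 nM final) for 20 min at 37 deg C. Lysed; phospho-Akt Ser473 by HTRF after 24 h, 665/615 ratio.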
Mm-Cpn inhibitor: Inhibitors of TCP-1 ring complex (TRiC) of Methanococcus maripaludis (MmCpn): qHTS | Chaperonin Mm-Cpn (Methanococcus maripaludis) | purified Mm-Cpn ATPase, ADP Transcreener TR-FRET | Potency, µM (doses to about 76.9 µM), without a hit: at the top dose activity, negative = inhibition, most hits filed as inhibitors | 330,000 compounds, 0.031% hits; further: potency means the concentration at half of the fitted maximal effect; on the % scale 0 is the no-effect control and ±100 the full control effect; nearly all actives have a fitted effect of over 80% in size
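ATPase read-out: TR-FRET ADP immunoassay (anti-ADP Eu cryptate vs ADP-d2), ex 320 nm, em 590/665 nm; signal drops as ADP forms. Enzyme 25 nM, ATP 10 uM, 30 min at 37°C after 10 min compound preincubation.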
Abeta yeast res: qHTS for compounds that reverse cellular toxicity of Amyloid beta (A-beta) peptide in yeast: Primary Screen. yeast expressing A-beta42, growth rescue, OD600, 48 h; response scale: 0% DMSO, 100% iron-clioquinol control. Potency, µM (titrated, usually from 46.1 µM), for the others: at the top dose growth rescue, most hits filed as activators. 410,000 compounds, 0.063% hits. AID 1347071, 2019; further: potency means the concentration at half of the fitted maximal effect; nearly all actives have a fitted effect of over 55% in size
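Yeast growth medium received pinned compounds, then yeast cells expressing toxic A-beta were added; plates incubated at 30 C for 48 hr. Growth read as absorbance at 600 nm, normalized to DMSO and equimolar FeCl3 plus clioquinol controls.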
Nrf2 block: Nrf2 qHTS screen for inhibitors | A549 ARE-Fluc reporter, luciferase luminescence, 18-24 h | Potency, µM (top dose mostly 46 µM), for inactives: top-dose activity change, negative = inhibition, hits mostly inhibitors | 360,000 compounds, 2.1% hits | AID 504444, 2011; further: potency means the concentration at half of the fitted maximal effect; on the % scale 0 is the no-effect control and ±100 the full control effect; nearly all actives have a fitted effect of over 60% in size
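A549 ARE_Fluc cells, 5000/well, 5% FBS OPTI-MEM; compounds in dose-response, 18-24 h at 37 °C/5% CO2; CellTiter-Fluor viability read (Ex 405/Em 525), then BugLite luciferase luminescence = Nrf2 activity.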
* hit, by the source's call; i = inactive; ? = inconclusive; . = no result given; & = joins results of further samples; [ ] = remark or other dose. Unless noted, the call rests on the fitted dose curve; in most records, active means well fitted curve in the direction sought with a large enough effect; inconclusive means small, poorly fitted or top-dose-only effect, or another doubt; inactive means no such curve, though single readings can be large; an effect the other way counts as inactive or inconclusive. No enrichment for hits; overall some 4.3% were active at least once.

SMILES | Nrf2 activator | TGFb inhibitor | A549 viability | HepG2 viability | CCT modulator | Akt phos inh | Mm-Cpn inhibitor | Abeta yeast res | Nrf2 block
COc1cc(-c2noc(-c3ccc(NCCc4ccccc4)c([N+](=O)[O-])c3)n2)cc(OC)c1OC | -0.6% | ? | -8% | 4% | . | . | . | -3% | ?
CC1(C(=O)NS(=O)(=O)c2ccc(C#N)cc2)CCN1C(=O)C1(c2ccccc2)CC1 (stereo not given) | 0.1% | 2% | . | 0% | -3.5 | i | . | 4% | .
COc1ccccc1CNc1ccc([N+](=O)[O-])cc1C | 3.6% | 5% | -28% | 5% | -0.4 | i | 1% | 4% | ?
COc1ccc(S(=O)(=O)N2CCc3ccccc32)cc1C(=O)OCc1nnc(-c2ccccc2)o1 | -0.4% | ? | -2% | -3% | -1.7 | i | -4% | 11% | 18%
COC(=O)c1scc(-c2ccc(C)cc2)c1S(=O)(=O)Nc1cc(OC)c(OC)c(OC)c1 | ? | -30% | -1% | -24% | . | . | . | -10% | ?
COCCn1c(CN2CC(C)CC(C)C2)nc2c1c(=O)n(C)c(=O)n2C (stereo not given) | -0.4% | 0% | 2% | -11% | -1.9 | i | -1% | -14% | 14%
O=C(NN1C(=O)NC2(CCCCC2)C1=O)c1ccc(Cl)s1 | -0.3% | 25% | -1% | 0% | 1.2 | i | 0% | -16% | 5%
CCN(CC)CCCNC(=O)CCc1c(C)n(CC)c2cc(-c3ccccc3OC)nn2c1=O | 0.3%&0.1% | 0%&1% | -7%&2% | 5%&2% | 1.2 | i | -1% | -12%&-3% | -2%&3%
COc1ccc(-c2sc3cc(OC)ccc3c2-c2ccc(OCCN3CCCCC3)cc2)cc1 | -2.0% | . | . | . | -0.4 | i | . | -75%[inhibitor] | .
O=C(c1ccc(N2CCCCC2)c([N+](=O)[O-])c1)N(c1ccccn1)c1ccccn1 | -0.6% | 2% | -22% | 2% | -3.2 | i | -5% | 10% | ?
O=C(CSc1nc2ccccc2c(=O)n1-c1ccccc1)N1CCc2ccccc2C1 | 4.0% | ? | -12% | -3% | -0.9 | i | 0% | 1% | ?
CCOc1ccc(CC(=O)N2N=C(C)CC2(O)C(F)(F)F)cc1 (stereo not given) | -0.4% | 1% | 0% | -8% | -1.5 | i | 2% | 14% | 0%
CCOC(=O)[C@]12CCC=C1N(Cc1ccccc1)C(=O)[C@H](CC(=O)NCc1cccc3ccccc13)C2 | 5.0% | . | . | . | -1.2 | i | . | 1% | .
CCOc1ccccc1NC(=O)c1cc2ccccc2oc1=O | 5.4% | 26% | 5% | -7% | 0.4 | i | 2% | -10% | 15%
CCOC(=O)N1C2c3ccccc3C(c3ccccc32)N1C(=O)OCC | 0.1% | -18% | -1% | -3% | 1.3 | i | . | -12% | -4%
Cc1cccc(C(=O)N(NC(=O)Oc2ccccc2)C(C)(C)C)c1 | -0.4% | -10% | -16% | -14% | -4.1 | i | 3% | 13% | 12%
Cc1n[nH]c(=O)c2c(NC(=O)CSc3ccccc3F)oc(C)c12 | -0.5% | 5% | -2% | -2% | -0.4 | i | 0% | 5% | -30%
Cc1cc(C)nc(SCc2cc(=O)c(OC(=O)c3ccc(S(=O)(=O)N4CCCC4)cc3)co2)n1 | 0.5% | ? | 0% | -18% | 2.3 | i | 0% | -63%[inhibitor] | 4%
CCCc1nnc(NC(=O)CCC(=O)N2CCCCC2CC)s1 (stereo not given) | -0.4% | 5% | -3% | 22% | 0.0 | i | -3% | 13% | 11%
CCCc1c(C(=O)N/N=C/c2ccc(OCc3ccccc3)cc2)nnn1-c1nonc1N | 3.2% | -3% | . | -18% | 1.1 | i | . | 1% | .
COc1cccc(NC(=O)Nc2cccs2)c1 | 13% | -9% | -6% | -27% | -5.0 | i | -1% | 10% | 17%
CC(=O)Nc1ccc(C#Cc2ccc(NC(C)=O)cc2)cc1 | -0.7% | -1% | -4% | -14% | -3.5 | i | -4% | -4% | ?
CCOC(=O)[C@]12CCCC=C1N(Cc1ccc3c(c1)OCO3)C(=O)[C@H](CC(=O)NCc1cccc3ccccc13)C2 | 2.8% | . | . | . | 0.2 | i | . | 4% | .
Cc1ccc(C(=O)NC(C(=O)Nc2cccc(S(N)(=O)=O)c2)C(C)C)cc1 (stereo not given) | 0.6% | -24% | 6% | -21% | -2.6 | i | 2% | -14% | -1%
S=C(Nc1cccnc1)Nc1ccccc1Br | -0.5% | 25% | -2% | -60% | -1.5 | i | 0% | 2% | -9%
COc1ccccc1N1CCN(C(=O)CSc2nnnn2C2CC2)CC1 | -0.2% | -10% | -3% | 0% | 2.3 | i | -1% | 11% | 17%
CCCCOc1ccc(C(=O)NCCS(=O)(=O)N2CCN(c3ccc(F)cc3)CC2)cc1 | 0.5% | -2% | 0% | 3% | . | . | . | 2% | .
COc1ccc(N2CCN(C(CNC(=O)C3CCCCC3)c3cccnc3)CC2)cc1 (stereo not given) | 3.3% | 5% | -2% | -1% | -3.6 | i | 0% | 13% | -7%
Cc1ccc(C)c(Cn2c3ccccc3c3cnn(CC(=O)NCCc4ccccc4)c(=O)c32)c1 | 0.6% | -27% | 12% | -3% | . | . | . | 9% | 18%
CN(Cc1ccon1)C(=O)CCc1nnc(CCCCc2ccccc2)o1 | -0.4% | 17% | 1% | 2% | -0.8 | i | 1% | 2% | 2%
O=C(Nc1nc(-c2ccc3c(c2)OCO3)cs1)c1ccncc1 | 0.1% | 0% | 1% | -4% | -1.0 | i | 0% | -3% | ?
CCOC(=O)c1ccc(NC(=O)C(CC)Sc2nc3ncccc3[nH]2)cc1 (stereo not given) | 4.7% | -27% | -2% | -36% | . | . | . | -2% | -27%
CCCc1cc(=O)oc2cc(C)cc(OCC(=O)NCCCn3ccnc3)c12 | 3.5% | 12% | 2% | -18% | 2.4 | i | -1% | 0% | 3%
COc1ccc(C)cc1NC(=O)c1nnn(-c2c(C)cccc2C)c1C | -0.1% | 19% | 9% | -11% | . | . | . | -61%[inhibitor] | 15%
CCOC(=O)CC(NC(=O)CCc1c(C)nc2cc(-c3ccccc3)nn2c1C)c1ccc(C)cc1 (stereo not given) | -0.9% | ? | -1% | -32% | . | . | . | -35%[inhibitor] | ?
CCNC(=O)N1CCCC(C(=O)c2ccc(C(F)(F)F)cc2)C1 (stereo not given) | -0.3% | 7% | 1% | 5% | -13 | i | 0% | -10% | 66%
C/C=C(\C)CN1CCC(Oc2ccc(C(=O)NCc3ccccn3)cc2)CC1 | -0.3% | 3% | 1% | -9% | -2.4 | i | -2% | -7% | 10%
O=C(CN1C(=O)S/C(=C/c2ccncc2)C1=O)Nc1ccccc1 | 2.9% | -3% | 1% | -13% | -3.0 | i | -1% | 15% | -4%
Cc1ccc(N(C(=O)CNC(=O)c2ccco2)C(C(=O)NC2CCCCC2)c2cccnc2)c(C)c1 (stereo not given) | 0.2% | 20% | 3% | -8% | -3.3 | i | 2% | -6% | 0%
Cc1ccc(C)n1-n1c(C)nc2sc3c(c2c1=O)CCCCC3 | -1.0% | 2% | -1% | 7% | -4.5 | i | -2% | -8% | -6%
COCCCNC(=O)c1oc2ccc(S(=O)(=O)N3CCOCC3)cc2c1C | 0.2% | 3% | 4% | 3% | 1.7 | i | 1% | -19% | 3%

Looked up by structure from the list above (5):
SMILES | Nrf2 activator | TGFb inhibitor | A549 viability | HepG2 viability | CCT modulator | Akt phos inh | Mm-Cpn inhibitor | Abeta yeast res | Nrf2 block
CC(=O)Nc1ccc(C#Cc2ccc(NC(C)=O)cc2)cc1 | -0.7% | -1% | -4% | -14% | -3.5 | i | -4% | -4% | ?
COc1cccc(NC(=O)Nc2cccs2)c1 | 13% | -9% | -6% | -27% | -5.0 | i | -1% | 10% | 17%
Cc1ccc(N(C(=O)CNC(=O)c2ccco2)C(C(=O)NC2CCCCC2)c2cccnc2)c(C)c1 (stereo not given) | 0.2% | 20% | 3% | -8% | -3.3 | i | 2% | -6% | 0%
Cc1ccc(C)c(Cn2c3ccccc3c3cnn(CC(=O)NCCc4ccccc4)c(=O)c32)c1 | 0.6% | -27% | 12% | -3% | . | . | . | 9% | 18%
CCOC(=O)[C@]12CCCC=C1N(Cc1ccc3c(c1)OCO3)C(=O)[C@H](CC(=O)NCc1cccc3ccccc13)C2 | 2.8% | . | . | . | 0.2 | i | . | 4% | .
